Screening data from PubChem BioAssay.
SRC2 TRFRET art = TR-FRET artefact, counter-screen to PPARgamma/SRC-2 agonist assay; stronger effect = higher value; TR-FRET ratio at 8 µM; hit rate 0.4% among 200,000; AID 1049; in the data active = TR-FRET ratio above about 2000; also: inactives centre near 1500
ROMK primary = human ROMK K+ channel modulation, primary screen; P48048; Tet-inducible ROMK, thallium flux fluorescence; actives lie on both sides; B-score at 10 µM; hit rate 2% among 130,000;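 active = signal ratio slope over the read window, or its plate-corrected B-score, at least 3 SD from the plate mean, either direction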;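 also: B-score of the F/F0 ratio slope over 7 to 12 s after thallium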
PPARg SRC3 recr = PPARgamma-driven SRC-3 recruitment agonism. P37231. activation, % at 8 µM. hit rate 0.26% among 200,000. biochemical PPARgamma/SRC-3 coactivator recruitment assay; in the data active = activation above about 23%;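 also: 0% = DMSO and 100% = reference agonist; some compounds past the cut are filed as inactive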
Target sequence (P37231 whole entry, looked up): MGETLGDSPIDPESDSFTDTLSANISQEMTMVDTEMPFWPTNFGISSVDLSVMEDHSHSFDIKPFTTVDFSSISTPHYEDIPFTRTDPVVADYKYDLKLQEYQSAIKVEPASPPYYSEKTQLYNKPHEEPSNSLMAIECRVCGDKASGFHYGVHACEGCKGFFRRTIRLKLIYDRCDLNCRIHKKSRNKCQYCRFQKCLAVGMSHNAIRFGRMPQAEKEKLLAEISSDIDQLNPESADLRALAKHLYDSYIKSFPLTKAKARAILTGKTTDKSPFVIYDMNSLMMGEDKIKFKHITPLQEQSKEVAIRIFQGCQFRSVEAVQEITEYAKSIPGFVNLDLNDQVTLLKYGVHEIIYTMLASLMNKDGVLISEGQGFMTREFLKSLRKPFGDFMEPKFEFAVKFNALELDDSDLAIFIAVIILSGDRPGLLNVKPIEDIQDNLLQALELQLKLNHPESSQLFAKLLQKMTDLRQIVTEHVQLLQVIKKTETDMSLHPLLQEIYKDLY
PPARg SRC-1 ag = promotes SRC-1 coactivator recruitment by human PPARgamma; PPARgamma-SRC-1 coactivator recruitment biochemical assay; hit rate 0.41% among 200,000; activation, % at 8 µM; AID 631; P37231; in the data active = activation above about 19%;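 also: 0% = DMSO and 100% = reference agonist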
STAT3 act = increases IL-6 driven STAT3 reporter signal. U3A cells, IL-6 STAT3-luciferase reporter, luminescence; 100% = signal with IL-6 EC80 alone. activation (% of control), % at 5.6 µM. hit rate 0.91% among 190,000;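 active = activation above the screen-wide mean of compound activation plus 3 SD, cut at about 130% in these data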;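 also: 0% = background luminescence of wells with medium and substrate only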
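Material: STAT3-luciferase reporter U3A cells; Probe or stimulus: IL-6 (33 ng/mL); Incubation: compound pre-incubation 1 h before IL-6, then 6 h stimulation at 37 °C; Technique: luminescence from STAT3-driven luciferase reporter; Evaluation: % activation versus median of IL-6-stimulated wells; Controls: IL-6-only high control.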
TLR4-MyD88 BLA = inhibitors of human TLR4-MyD88 binding; O00206+Q99836; hit rate 0.18% among 200,000; inhibition, % at 8.4 µM; HeLa CL3-4 TLR4/MyD88 BLA complementation, FRET ratio; AID 861; in the data active = inhibition above about 25%;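 also: 0% = vehicle and 100% = reference inhibitor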
S1P3 antagonist = antagonists of human S1P3 receptor. CHO S1P3 NFAT-BLA reporter, FRET fluorescence, antagonist mode. inhibition, % at 4.98 µM. hit rate 0.27% among 170,000. AID 485;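 active = inhibition above the plate cutoff, the mean inhibition of test wells on that plate plus 3 SD, cut at about 28% in these data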;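 also: cells challenged with S1P at its EC80 of 0.8 µM; blue over green emission ratio from cleaved BLA substrate after 4 h stimulation; 0% = S1P-stimulated wells and 100% = unstimulated DMSO-only wells; some compounds past the cut are filed as inactive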
Target sequence (Q99500 whole entry, looked up): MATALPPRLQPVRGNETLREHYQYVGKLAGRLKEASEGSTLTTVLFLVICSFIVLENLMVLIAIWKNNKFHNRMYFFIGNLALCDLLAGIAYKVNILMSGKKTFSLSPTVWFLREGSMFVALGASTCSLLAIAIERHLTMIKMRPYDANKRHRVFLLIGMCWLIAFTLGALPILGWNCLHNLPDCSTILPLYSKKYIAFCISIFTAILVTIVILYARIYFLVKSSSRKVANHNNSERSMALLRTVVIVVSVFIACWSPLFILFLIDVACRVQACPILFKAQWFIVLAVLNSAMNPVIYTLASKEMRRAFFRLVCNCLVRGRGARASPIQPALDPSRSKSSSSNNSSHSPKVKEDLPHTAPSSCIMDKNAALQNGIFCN
RAM network inh = yeast RAM network inhibition. S. cerevisiae dse1pr::URA3 reporter, 5-FOA growth OD615, 2 d; analog-sensitive cbk1-as2 kinase mutant strain. inhibition, % at 50 µM. hit rate 1.8% among 190,000. AID 868;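 active = inhibition above a set limit, 3 SD over mean compound inhibition, cut at about 8.4% in these data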;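 also: 0% = DMSO-only wells with no growth and 100% = 10 µM 1-NA-PP1 full growth; inhibition rescues growth on 5-FOA so higher OD means more RAM inhibition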
PPARg SRC-2 ag = PPARgamma-driven SRC-2 recruitment agonism; P37231; PPARgamma LBD-SRC-2 recruitment, biochemical; activation, % at 8 µM; hit rate 0.34% among 200,000; in the data active = activation above about 22%;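 also: 0% = vehicle and 100% = reference agonist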
STAT3 blocker = inhibitors of IL-6 induced STAT3 signaling. U3A cells, IL-6 STAT3-luciferase reporter, luminescence; host cell line lacks STAT1. inhibition, % at 5.5 µM. hit rate 0.89% among 190,000;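 active = inhibition above the mean inhibition across all screened compounds plus 3 SD, cut at about 44% in these data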;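 also: 0% = DMSO only wells and 100% = 100 µM nifuroxazide control wells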
STAT1 inh = STAT1 signaling inhibition; NIH 3T3 STAT1-luciferase reporter, IFN-gamma, luminescence; inhibition, % at 5.5 µM; hit rate 0.35% among 200,000; AID 920;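 active = inhibition above a set limit, the mean inhibition across all tested compounds plus 3 SD, cut at about 34% in these data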;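 also: 0% = IFN-gamma with DMSO and 100% = IFN-gamma with 300 µM nifuroxazide; values of inactives mirror those of a sister screen read the other way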
Numbers without * were called inactive; / = no result given.

SMILES | SRC2 TRFRET art | ROMK primary | PPARg SRC3 recr | PPARg SRC-1 ag | STAT3 act | TLR4-MyD88 BLA | S1P3 antagonist | RAM network inh | PPARg SRC-2 ag | STAT3 blocker | STAT1 inh
CCCS(=O)(=O)c1c(S(=O)(=O)CCC)c2c(C)cccn2c1C(=O)N/N=C/c1cc(O)cc(O)c1 | 1536 | / | 3 | 8 | / | -12 | -10 | 0.1 | 15 | / | 5
NC(N)=Nc1nc(-c2ccccc2)c2ccccc2n1 | 1647 | -1.4 | 2 | 8 | 87 | 12 | 3 | -0.2 | 3 | 16 | 10
NS(=O)(=O)c1ccc(NC(=S)Nc2ccc(Br)c(Cl)c2)cc1 | 1606 | 0.19 | 1 | 6 | 94 | 5 | -22 | 0.8 | 1 | 11 | 5
N#Cc1cn(Cc2cccc(Cl)c2)c2ccccc12 | 1451 | / | 1 | 1 | 99 | 8 | 18 | 3.1 | 3 | 7 | 13
CC(C)C[C@@H]1NC(=O)[C@H](Cc2ccc(O)cc2)NC(=O)[C@H](CCC(N)=O)NC(=O)c2cc([N+](=O)[O-])cc(I)c2NCC[C@@H](C(N)=O)NC1=O | 1411 | -0.22 | -1 | -2 | 87 | -2 | 14 | -0.3 | 1 | 13 | 8
O=C1C2C3C=CC(C2C(=O)N1c1nccs1)C1C(=O)N(c2nccs2)C(=O)C31 (stereo unspecified) | 1473 | 0.013 | 0 | -3 | 97 | 0 | 2 | -0.8 | -3 | 8 | 2
O=C(/C=C/c1cccc([N+](=O)[O-])c1)c1ccc2c(c1)OCCO2 | 1572 | / | 9 | 9 | 95 | 14 | -11 | 3.1 | -1 | 6 | -10
CN(Cc1ccccc1)C(=S)Nc1cccnc1 | 1530 | -0.5 | 0 | 2 | 102 | 8 | -14 | 2.9 | 5 | 2 | -9
O=C(N/N=C/c1ccc(Cl)cc1)c1cc(-c2cccnc2)nc2ccccc12 | 1557 | / | -1 | 4 | 102 | 14 | 10 | -0.6 | 4 | 0 | -8
C/C(CC(=O)Nc1ccc(N(C)C)cc1)=N\NC(=O)c1ccccn1 | 1513 | 0.066 | 14 | 4 | 114 | 1 | / | 0.9 | 11 | -16 | -44
CCOC(=O)C1=C(C)N=C2SCCC(=O)N2C1c1cc(Br)ccc1OC (stereo unspecified) | 1453 | / | 0 | 0 | 106 | -7 | -17 | / | 0 | -4 | -3
Cc1ccc(C(=O)Nc2sc3c(c2C(=O)O)CCCCC3)o1 | 1544 | -0.052 | -10 | -13 | 95 | 11 | 3 | 0.8 | -3 | 13 | -9
O=C(Nc1ccccc1)Nc1ccc(S(=O)(=O)N2CCCCC2)cc1 | 1520 | / | 9 | 3 | 95 | 4 | 3 | 4.2 | 14 | 10 | 3
COC(=O)C(CCSC)NC(=O)c1cc2c(n(-c3ccccc3)c1=O)CCCC2=O (stereo unspecified) | 1642 | 0.35 | 5 | 4 | 104 | -2 | -12 | 0.7 | 4 | -2 | 0
CC(c1nnc(SCC(=O)Nc2ccc3[nH]c(=O)[nH]c3c2)n1Cc1ccccc1)N(C)C (stereo unspecified) | 1745 | / | -2 | 4 | 97 | -6 | -7 | 0.9 | 17 | 9 | -4
N#CC1=C(c2ccc(-c3ccccc3)cc2)COC1=O | 1489 | 0.096 | 5 | 2 | 93 | 7 | 4 | 1.4 | -2 | 18 | -9
Nn1c(SCC(=O)Nc2ccc3c(c2)OCO3)nnc1C1CCCCC1 | 1349 | -0.38 | 3 | 1 | 102 | -3 | 2 | 1.6 | 0 | 1 | 2
Cc1ccnc(NC(=O)C2COc3ccccc3O2)c1 (stereo unspecified) | 1461 | 0.21 | -1 | -3 | 90 | 5 | -8 | -0.5 | -5 | 14 | 7
COCCCNC(=O)CS(=O)Cc1nc(-c2ccccc2C)oc1C (stereo unspecified) | 1543 | / | -5 | -4 | 103 | 2 | -17 | 1.0 | -5 | 1 | -3
Cc1nc2ccccc2c2c1C(=O)N(C1CCCCCCC1)C2=O | 1714 | / | 3 | 4 | 91 | -12 | / | 3.9 | 6 | 15 | 13
CCCN(CCC)CCCNC(=O)C(NS(=O)(=O)c1ccc2c(c1)CCC(=O)N2)c1ccccc1 (stereo unspecified) | 1623 | / | 0 | 6 | 100 | 4 | 1 | 2.4 | 15 | 2 | -5
Nc1c(NCCCN2CCOCC2)c2ccccc2oc1=O | 1684 | / | 9 | 9 | 101 | -5 | -22 | 0.0 | 4 | 1 | -2
CC(C)c1nnc(NC(=O)CS(=O)(=O)Cc2ccccc2)s1 | 1619 | 0.64 | 5 | 0 | 107 | -1 | -7 | 3.5 | 4 | -7 | 1
COc1ccccc1C(=O)Nc1nnc(C)s1 | 1308 | -0.018 | 0 | -3 | 103 | 15 | / | 2.2 | -4 | 3 | -28
CN(C)CCCn1c(SCCN2C(=O)c3ccccc3C2=O)nc2ccccc2c1=O | 1637 | -0.14 | 2 | -3 | 91 | -2 | 6 | -0.4 | 6 | 15 | 1
SMILES | SRC2 TRFRET art | ROMK primary | PPARg SRC3 recr | PPARg SRC-1 ag | STAT3 act | TLR4-MyD88 BLA | S1P3 antagonist | RAM network inh | PPARg SRC-2 ag | STAT3 blocker | STAT1 inh
CCOC(=O)C1CCN(S(=O)(=O)c2cnc[nH]2)CC1 | 1613 | / | -1 | -1 | 109 | 1 | -8 | 0.8 | 6 | -4 | -3
Cn1c(CNc2ccccc2O)nc2ccccc21 | 1512 | / | 10 | -3 | 159* | -7 | -5 | 1.5 | 4 | -65 | 0
O=C(N/N=C\c1ccc(-c2ccccc2[N+](=O)[O-])o1)C1COc2ccccc2O1 (stereo unspecified) | 1628 | / | -9 | 10 | 133* | -2 | -6 | 0.9 | 3 | -46 | 5
CC(C)COc1ccc(C(=O)OCCN2CCOCC2)cc1 | 1597 | -0.14 | 5 | -1 | 99 | -3 | -16 | -0.6 | 4 | 5 | -6
CC(=O)c1cccc(NC(=O)N2CCCC2C(=O)Nc2ccc3c(c2)OCCO3)c1 (stereo unspecified) | 1635 | 0.24 | 3 | 8 | 91 | 2 | -6 | 2.0 | 6 | 13 | 5
CCNC(=O)NC(=O)COC(=O)C1CSC2(C)CCC(=O)N12 (stereo unspecified) | 1692 | 0.77 | 7 | 9 | 101 | -13 | -36 | -0.2 | 7 | 4 | 1
CCOC(=O)C1=NOC(CNc2ncc(C(F)(F)F)cc2Cl)C1 (stereo unspecified) | 1537 | -0.38 | 0 | 4 | 102 | -6 | -15 | -0.5 | 5 | 7 | 1
Cn1c(=O)c2cc(NC(=O)c3ccccc3Cl)c(=O)oc2n(C)c1=O | 1746 | / | 5 | 10 | 103 | -2 | / | 0.3 | 5 | 1 | -1
CN1CCN(CC(=O)N/N=C\c2c[nH]c3ccccc23)CC1 | 1772 | / | 2 | 8 | 120 | 7 | 15 | -0.3 | 4 | -27 | 22
COC(=O)c1ccc(NC(C)C(=O)OC)c([N+](=O)[O-])c1 (stereo unspecified) | 1610 | 0.2 | 5 | 4 | 96 | 1 | 8 | -0.1 | 1 | 5 | 5
CC1=C(C(=O)N2CCOCC2)C(c2ccc(OC(F)F)cc2)NC(=S)N1c1ccccc1 (stereo unspecified) | 1607 | -0.0028 | 10 | 8 | 103 | -8 | 20 | 2.5 | 14 | 6 | 2
CC(C)Cn1c(SCC(=O)N2CCCCC2)nc2ccccc2c1=O | 1593 | -1.4 | -1 | 1 | 93 | -14 | / | 0.9 | 4 | 11 | 17
CCOC(=O)C1=C(C)NC(=S)NC1c1ccc(OC(=O)c2ccco2)cc1 (stereo unspecified) | 1461 | / | -1 | 6 | 100 | -8 | -24 | 2.7 | 7 | -1 | 11
O=[N+]([O-])c1ccccc1Oc1ncccc1[N+](=O)[O-] | 1484 | 1.2 | -2 | -8 | 102 | -4 | -7 | 3.2 | -1 | 3 | 2
Cc1ccc2c(c1)c1c(n2CC(O)Cn2nc(C)c(Br)c2C)CCCC1 (stereo unspecified) | 1577 | -0.39 | 2 | 3 | 97 | -4 | / | 0.5 | 20 | 8 | 4
CN1CCN(C(=O)C2CCN(c3ncc(C(F)(F)F)cc3Cl)CC2)CC1 | 1517 | -0.93 | -8 | -2 | 97 | 9 | -23 | 1.0 | 2 | 8 | 8
CC1CCN(C(=O)Nc2cccc(NC(=O)N3CCC(C)CC3)c2)CC1 | 1442 | / | -2 | -6 | 91 | -9 | -4 | 2.6 | -4 | 16 | 0
COc1ccccc1N=C1SC(C(=O)Nc2ccc(F)cc2)CC(=O)N1C (stereo unspecified) | 1562 | -0.99 | 10 | -2 | 106 | 4 | / | 2.7 | 15 | -4 | -1
CCOCCSc1nc2c(c(-c3cccs3)c1C#N)CC/C2=C/c1cccs1 | 1475 | / | -4 | -6 | 107 | -2 | -12 | 12* | -3 | -6 | -3
C1CCN(Cc2nnnn2C2CCCC2)CC1 | 1616 | / | 8 | 5 | 106 | 1 | / | 1.4 | 9 | -6 | -1
CC(=O)c1cccc(NC(=O)C2CC(=O)N(CCc3ccccc3)C2)c1 (stereo unspecified) | 1568 | 1.1 | -2 | -5 | 104 | 2 | -8 | 2.0 | -3 | 3 | -5
COc1ccccc1NC(=O)CSc1nnc(CC(=O)Nc2cccc(C(F)(F)F)c2)n1C | 1628 | 0.25 | -2 | -2 | 100 | 5 | / | 3.2 | -1 | -1 | 7
COc1cccc(NS(=O)(=O)Cc2ccccc2)c1 | 1581 | / | 6 | 3 | 100 | -5 | / | 0.7 | 7 | 5 | -2
COc1ccc2c(c1OC)C(=O)OC2Nc1ncc(Br)cc1Br (stereo unspecified) | 1453 | 0.19 | 4 | -8 | 102 | 6 | / | 1.4 | 8 | -2 | 5
O=C1CCCc2ccccc2N1Cc1ccccc1Cl | 1477 | / | -1 | -2 | 116 | -2 | / | 0.1 | -8 | -8 | 2
O=C1c2ccccc2C(=O)N1CCc1nc(-c2ccncc2)no1 | 1527 | / | 2 | 4 | 82 | -5 | / | -0.1 | 9 | 24 | 1
CC(=O)N1CCN(c2ccc(NC(=O)c3ccc4c(c3)OCCO4)cc2)CC1 | 1635 | / | 7 | 2 | 101 | 10 | 5 | 1.2 | 0 | 3 | 7
C=CCn1c(SCC(=O)Nc2ccc3c(c2)OCO3)nnc1-c1ccccc1O | 1616 | -2 | 4 | -2 | 96 | -9 | 16 | 0.2 | 6 | 7 | 13
CC(=O)N1CCc2cc(N=NC3=C(O)CC(C)(C)CC3=O)ccc21 | 1655 | -1.7 | 2 | 1 | 101 | -1 | 13 | 3.5 | 6 | 5 | -36
